H9c2 TAG inh – inhibitors of triacylglycerol accumulation, primary screen, cell-based, uHTS, fluorescence, H9c2; H9c2 cells, Nile Red lipid (TAG) fluorescence; cells loaded with 200 µM oleic acid; inhibition, % at 12.5 µM; actives 0.66% (n = 230,000);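 active means pattern-corrected inhibition of lipid staining of at least 50% with the nuclear-stain viability signal not falling by more than 50%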;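 further: 0% = DMSO wells and 100% = triacsin C control wells; some results filed as inactive read as strong as hits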
H9c2 TAG inh DAPI viability – also measured in H9c2 TAG inh; calls as there; DAPI nuclei signal change (viability), lower = more cytotoxic, %;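 whole-well DAPI fluorescence read on a plate reader as a viability signal; minus 50 percent equals half of cells still viable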
* = called active by the depositor; i = inactive. Some of the compounds tested; rates above refer to the full screens.

SMILES	H9c2 TAG inh	H9c2 TAG inh DAPI viability
Cc1ccc(S(=O)(=O)N2CCN(C(=O)COC(=O)CSc3cc(C)ccc3C)CC2)c(C)c1	-12	-17
CCOC(=O)c1ccc(NC(=O)CS(=O)(=O)c2cn(CC)c3ccccc23)cc1	49	8
COC(=O)c1cn(C(=O)c2ccc(C)c(C)c2)c2ccccc12	7	-1
O=C(CN1CCN(S(=O)(=O)c2ccc(Cl)cc2)CC1)N1CCCC1	-5	-7
Cc1cc(C)c(NC(=O)Nc2ccc3c(c2)OCO3)c(C)c1	-8	-3
Nc1nc2c(s1)CCCCCCCCCC2	-4	0
O=[N+]([O-])c1ccc(C[n+]2cccc3ccc4cccnc4c32)cc1	-32	1
CCOC(=O)c1ccc(NC(=O)c2nc[nH]c2C(=O)NC)cc1	-11	11
Cn1nc(-c2ccc(C(=O)Nc3cccc(Cl)c3)cc2)c2ccccc2c1=O	20	-10
Cc1cc(-c2cc(C(=O)NCc3ccccc3)on2)nc(NC2CCCC2)n1	12	2
COc1cc(NS(=O)(=O)c2ccc(N/C=C(\C=O)c3nc4cc(Cl)ccc4o3)cc2)nc(OC)n1	17	-9
COc1cc(NC(=O)c2cccs2)c(OC)cc1NC(=O)c1cccs1	-14	10
CCn1c(=O)c(-c2ccccc2)c(O)c2ccccc21	-13	2
COc1ccc(CCC(=O)Nc2cc(S(=O)(=O)N3CCOCC3)ccc2OC(C)C)cc1	11	-7
CCCc1nc2sc3c(c2c(=O)n1NC(=O)CCCl)CCCC3	-12	4
COCCNC(=S)N/N=C(\C)c1ccc(Cl)c(Cl)c1Cl	1	-1
C=CCn1c(SCC(=O)Nc2ccc(N(C)C)cc2)nnc1-c1cccc(C)c1	2	-12
C1=CCC(/C=N/n2cnnc2)CC1 (stereo not given)	12	-6
CCN1CCCc2cc(CN(CCN3CCOCC3)C(=S)Nc3ccc(C)cc3)ccc21	-23	11
COCc1nc2ccccc2n1CCCOc1ccccc1	-15	-14

Exported with bars between the fields: 20 of the compounds above
Structure | H9c2 TAG inh | H9c2 TAG inh DAPI viability
Cc1ccc(S(=O)(=O)N2CCN(C(=O)COC(=O)CSc3cc(C)ccc3C)CC2)c(C)c1 | -12 | -17
CCOC(=O)c1ccc(NC(=O)CS(=O)(=O)c2cn(CC)c3ccccc23)cc1 | 49 | 8
COC(=O)c1cn(C(=O)c2ccc(C)c(C)c2)c2ccccc12 | 7 | -1
O=C(CN1CCN(S(=O)(=O)c2ccc(Cl)cc2)CC1)N1CCCC1 | -5 | -7
Cc1cc(C)c(NC(=O)Nc2ccc3c(c2)OCO3)c(C)c1 | -8 | -3
Nc1nc2c(s1)CCCCCCCCCC2 | -4 | 0
O=[N+]([O-])c1ccc(C[n+]2cccc3ccc4cccnc4c32)cc1 | -32 | 1
CCOC(=O)c1ccc(NC(=O)c2nc[nH]c2C(=O)NC)cc1 | -11 | 11
Cn1nc(-c2ccc(C(=O)Nc3cccc(Cl)c3)cc2)c2ccccc2c1=O | 20 | -10
Cc1cc(-c2cc(C(=O)NCc3ccccc3)on2)nc(NC2CCCC2)n1 | 12 | 2
COc1cc(NS(=O)(=O)c2ccc(N/C=C(\C=O)c3nc4cc(Cl)ccc4o3)cc2)nc(OC)n1 | 17 | -9
COc1cc(NC(=O)c2cccs2)c(OC)cc1NC(=O)c1cccs1 | -14 | 10
CCn1c(=O)c(-c2ccccc2)c(O)c2ccccc21 | -13 | 2
COc1ccc(CCC(=O)Nc2cc(S(=O)(=O)N3CCOCC3)ccc2OC(C)C)cc1 | 11 | -7
CCCc1nc2sc3c(c2c(=O)n1NC(=O)CCCl)CCCC3 | -12 | 4
COCCNC(=S)N/N=C(\C)c1ccc(Cl)c(Cl)c1Cl | 1 | -1
C=CCn1c(SCC(=O)Nc2ccc(N(C)C)cc2)nnc1-c1cccc(C)c1 | 2 | -12
C1=CCC(/C=N/n2cnnc2)CC1 (stereo not given) | 12 | -6
CCN1CCCc2cc(CN(CCN3CCOCC3)C(=S)Nc3ccc(C)cc3)ccc21 | -23 | 11
COCc1nc2ccccc2n1CCCOc1ccccc1 | -15 | -14

The listing continues.
SMILES	H9c2 TAG inh	H9c2 TAG inh DAPI viability
COc1ccc2c(c1OC)C(=O)N(c1nc(SC)n[nH]1)C2=O	-9	5
O=c1[nH]c(SCCc2ccccc2)nc2c1CCC2	3	0
CC(C)[C@H](NC(=O)c1ccccc1)C(=O)OCC(=O)c1ccccc1F	-15	-1
CCn1c(SCC(=O)Nc2ccc(C(=O)OC)cc2)nc2cccnc21	22	-9
CCOC(=O)N1CCN(C(=O)c2ccc(Cl)c(NC(=O)c3cccs3)c2)CC1	20	-5
CCCC(C(=O)NCc1ccco1)N(C(=O)CNS(=O)(=O)c1ccccc1)c1ccc(OC)cc1 (stereo not given)	1	-8
COC(=O)c1ccc(-c2cc3onc(-c4ccccc4)c3c(=O)n2C)cc1	-12	-3
COc1ccccc1C(CCN(Cc1ccccc1)C(C)=O)c1ccco1 (stereo not given)	-8	-2
CNC(=O)c1ccccc1-c1ccccc1	-4	-1
CCOC(=O)c1cc(-c2ccccc2)sc1N	5	0
CCCN1C/C(=C/c2ccc3c(c2)OCO3)C(=O)/C(=C/c2ccc3c(c2)OCO3)C1	-11	-13
CCCCNC(=O)C1(C)CCN1C(=O)c1ccccc1Br (stereo not given)	-32	7
Fc1ccccc1CNCc1ccc2c(c1)OCO2	-1	9
COc1cc2nc(CN3CCOCC3)n(CC(=O)N3CCCCCC3)c(=O)c2cc1OC	2	7
Cc1c(Cl)c([N+](=O)[O-])nn1CC(=O)NC1CCCCC1	-1	3
COCCNC(=O)c1ccc(N2CC3CC(C2)c2cccc(=O)n2C3)c(NC(=O)c2ccc(C(C)(C)C)cc2)c1 (stereo not given)	-11	-3
COc1cccc(C(C(=O)NC2CCCC2)N(C(=O)c2ccco2)c2ccc(-n3cnnn3)c(C)c2)c1OC (stereo not given)	-14	0
O=C(Nc1nnc([C@@H]2C[C@H](O)[C@@H](CO)O2)s1)NC(c1ccccc1)c1ccccc1	2	0
COc1cccc(CN(CC(=O)NC2CCCC2)C(=O)Cn2nnc(-c3cccs3)n2)c1	5	1
CCCCCCSc1ccc(-c2nc3ccc(C)cn3c2NC2CCCCC2)cc1	14	i
Cc1ccc2c(c1)c(C)c(C)n2CC(O)CN1CCCCC1C (stereo not given)	28	-5
COc1ccccc1Nc1ncnc2ccccc12	-13	-9
O=C(Nc1nccs1)C1CCN(S(=O)(=O)c2cnc[nH]2)CC1	-4	-3
CC(C)N(C(=O)CO/N=C/c1cccc([N+](=O)[O-])c1)C(C)C	8	-33
Nn1c(SCc2ccccc2F)nnc1-c1ccncc1	0	0
Cc1c(S(=O)(=O)NC2CCCCCC2)c(=O)n(C)c(=O)n1C	-5	11
CC(C(=O)N1CCCC1)N(c1ccc(Cl)cc1)S(C)(=O)=O (stereo not given)	24	-5
CCOC(=O)c1c(-c2ccccc2)csc1NC(=O)c1cccc(N2C(=O)CCC2=O)c1	0	4
CC(=O)Nc1cccc(OCc2ccc([N+](=O)[O-])cc2)c1	-6	-3
CC(=O)NC1=NC(=O)C(C)S1 (stereo not given)	7	-9
Cc1cccc(OCC(=O)NCC(c2cccs2)N2CCOCC2)c1 (stereo not given)	-14	-4
O=C(Cn1nnc2ccccc21)Nc1ccc([N+](=O)[O-])cc1	-4	4
CCn1nc(C)cc1C(=O)N1CCCC(N2CCN(c3ccccc3OC)CC2)C1 (stereo not given)	28	-11
CCN(CC)S(=O)(=O)c1ccc(N2CCCC2)c(NC(=O)C2=NN(c3ccccc3)C(=O)CC2)c1	18	-1
NC1=NC[C@H](CC2CCCCC2)N1CCc1cc(C(F)(F)F)cc(C(F)(F)F)c1	137	-85
Cc1cc(NC(=O)CCC(=O)N(CC(=O)NCC2CCCO2)c2ccccc2C)no1 (stereo not given)	5	2
O=C1CCC(C(=O)N2CCC(CO)CC2)CN1Cc1ccc(Cl)cc1 (stereo not given)	1	1
CCN(C(=O)COc1ccccc1)C1CCCCC1	-4	-7
Cc1cccc(S(=O)(=O)NC(=O)C2(C)CCN2C(=O)c2c(C)noc2C)c1 (stereo not given)	3	0
O=S(=O)(NC1CCCCCC1)c1cccc(Cl)c1	-20	-7
CC(C)N(C(=O)C[n+]1ccsc1N)c1ccccc1	-7	-3
O=C(c1ccc2c(c1)OCO2)N1CCN(CCN2C(=O)c3cccc4cccc(c34)C2=O)CC1	-5	3
COc1ccc(NC(=O)c2ccc(-n3cncn3)c([N+](=O)[O-])c2)cc1	-1	-11
Cc1noc(C)c1S(=O)(=O)N(C)C[C@H]1OCCCC[C@@H](C)Oc2ccc(NS(=O)(=O)c3cn(C)cn3)cc2C(=O)N([C@H](C)CO)C[C@@H]1C	-8	4
Cc1ccc2nc(NCc3ccccc3)c(C#N)cc2c1	3	6
C=CCNc1nc2c(c(=O)n(C)c(=O)n2C)n1CC(=C)C	-17	-4
CC(=O)N(C1=C(N)C(=O)c2ccccc2C1=O)C(C)C	-5	1
Cc1nn(CCCC(=O)NCc2ccccc2)c(=O)c2nccn12	1	-8
O=C(CN1CCCC1)N/N=C/c1ccc(-c2cccc(Cl)c2)o1	13	12
COc1ccc2c(c1)C=C(C(=O)OCc1cccnc1)CO2	17	-7
O=C(NN=Cc1ccccc1O)c1cccc([N+](=O)[O-])c1	30	-15
CN(C)CC(C)(C)CN=Cc1c(O)[nH]c2ccccc12	-1	-7
COC(=O)c1nnn(CC(=O)NC(=O)Nc2cccc(Cl)c2C)c1C(=O)OC	3	7
CSCCC(NS(=O)(=O)c1ccc(Cl)cc1)C(=O)OCC(=O)N(C(C)C)C(C)C (stereo not given)	-26	5
C=CCn1cc(C(=O)OCC)c(=O)c2ccc(F)cc21	-11	0
COCC1CCCCN1C(=O)c1cccc(OC2CCN(C(=O)C3CC3)CC2)c1 (stereo not given)	-24	2
CC(CN1CCOCC1)OC(=O)CCc1ccccc1 (stereo not given)	-8	9
O=C(c1cc2c(ccc3ccccc32)oc1=O)N1CCCC1	-29	14
CCc1c(C)nc(SCC(=O)NNC(=O)Cc2ccc(OC)cc2)[nH]c1=O	7	-4
COc1cc2c(cc1OC)C1(Nc3c-2c(Cc2ccccc2)nn3-c2ccccc2)C(=O)Nc2ccccc21 (stereo not given)	49	23
(more compounds)
SMILES	H9c2 TAG inh	H9c2 TAG inh DAPI viability
COc1ccc(C)cc1NC(=O)CO/N=C(\N)CC(=O)Nc1ccccc1OC	8	8
CCc1ccc(/C=C2\SC(=S)N(CCC(=O)Nc3cc(C)on3)C2=O)cc1	-1	-7
Cc1cc(N(C)/N=C/c2ccccc2)nc(-c2ccccc2O)n1	6	69
O=C(O)CCc1nc(-c2ccccc2)no1	-5	0
CNC(=O)c1cc(NC(=O)CCn2nc(-c3ccc(C)cc3)c3ccccc3c2=O)ccc1OC	2	1
COc1ccc(CN(C(=O)c2oc3ccccc3c2C)C2CCS(=O)(=O)C2)cc1OC (stereo not given)	6	-3
CN1c2ccsc2C(O)=C(C(=S)Nc2ccc(F)c(Cl)c2)S1(=O)=O	10	4
O=C(O)c1cccc(-n2cccc2/C=C2\NC(=O)N(Cc3ccc(F)cc3)C2=O)c1	1	-11
CNC(=S)N1N=C(c2ccc(Br)cc2)CC1c1ccc(N(C)C)cc1 (stereo not given)	-11	0
Cc1ccc(S(=O)(=O)N2CCCCC2)cc1C(=O)NCC1CCCO1 (stereo not given)	-15	-6
COc1ccc(S(=O)(=O)Nc2nc3c(s2)CCCC3)cc1	22	-14
N/C(=N\OC(=O)CCCC(=O)O)c1ncc(C(F)(F)F)cc1Cl	-4	5
COc1ccc(C)cc1NS(=O)(=O)c1cn(C)c(=O)n(C)c1=O	-3	-6
CCc1ccc(C2=NNC(=Nc3c(C)n(C)n(-c4ccccc4)c3=O)SC2)cc1	0	-12
Nc1ccc(CC(N)c2csc(Nc3cc(Oc4ccccc4)ncn3)n2)cc1 (stereo not given)	29	-8
Cc1ccc2c(c1)CCO[C@@]21O[C@H](CCO)C[C@H](O)[C@H]1O	-18	3
O=C(Nc1cc(Cl)ccc1N1CCCCC1)c1cccs1	-23	7
COc1ccccc1NC(=O)COC(=O)CCc1ccc(S(=O)(=O)N2CCOCC2)cc1	9	3
COc1ccc(CC(=O)N2CCN=C2SCc2cccc([N+](=O)[O-])c2)cc1	-4	-8
O=C(COC(=O)CCc1nc2ccccc2c(=O)[nH]1)NCc1ccc(F)cc1	2	-7
CCN(CC(=O)NC1CCS(=O)(=O)C1)c1ccc(S(=O)(=O)N(CC)CC)cc1[N+](=O)[O-] (stereo not given)	-8	-4
c1ccc(-n2ncc3c2ncn2nc(CSc4nc5ccccc5s4)nc32)cc1	10	-2
CCOC(=O)c1cccc(NC(=O)Nc2ccc(OCC)cc2)c1	-20	7
CCCCN1C(=O)C(=O)N(CC(=O)Nc2sc(CC)cc2C(=O)OCC)C1=O	2	-1
CCC(CC)C(=O)NN(C(=O)c1ccncc1)C1CC(=O)N(c2ccccc2)C1=O (stereo not given)	3	-1
NNC(=O)c1ccc2ccccc2n1	4	-10
COc1ccc(S(=O)(=O)Nc2ccc3c(c2)CC(=O)N([C@@H](C)CO)C[C@H](C)[C@@H](CN(C)S(=O)(=O)c2ccc(F)cc2)O3)cc1	1	-1
Cc1ccc(Cc2nnc3n(-c4cccc(C)c4)nc(C(=O)c4ccccc4)n3c2=O)cc1	-1	8
CC(C)C(=O)NNC(=O)CSc1nnnn1C(C)C	-11	-1
COC(=O)c1nc(-c2ccccc2)oc1N(C)C	19	10

Assay outcomes: PubChem, Sanford-Burnham Center for Chemical Genomics
